# Insulin prom inh = TRM-6 insulin promoter activity inhibition; TRM-6 cells (human fetal islet line), insulin promoter-eGFP reporter, imaging; reporter expression induced with tamoxifen; hit rate 0.9% among 130,000; inhibition, % at 2 µM;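 active = inhibition above the mean plus 3 SD, with well images judged a real hit on visual review, cut at about 60% in these data, passing the limit was not always enough; inconclusive = inhibition over the cutoff but images rejected on review; inactive = inhibition not above the cutoff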
# sdo1 growth = restores growth of sdo1-depleted yeast. S. cerevisiae sdo1-depleted JHY4D growth rescue, OD600 30 h; stronger effect = higher value; pdr5 snq2 efflux-pump mutant strain. z-score at 10 µM. hit rate 0.21% among 140,000. AID 817;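 active = z-score above 3 at both the 24 hr and the 30 hr optical density reads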;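 note: z-score against mean and SD of all compound wells on the same plate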
# sdo1 growth Rescue 24 h = second read-out of sdo1 growth, no call of its own (marks repeat the call); z-score; S. cerevisiae sdo1-depleted JHY4D growth rescue, OD600; measured here: growth rescue at 24 h;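 0 is the plate mean of compound wells and units are plate SD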
# Starred values were filed as active, the others as inactive; ? = inconclusive; . = not tested or not shown.
Insulin prom inh	Compound	sdo1 growth	sdo1 growth Rescue 24 h
57.1	CC(=O)NC(Cc1ccc(F)cc1)C(=O)N1CCN(C(=O)NCc2ccccc2)CC1 (stereo not drawn)	2.83	3.33
.	ON=Cc1cccn1-c1ccccc1	-0.47	-1.17
.	CC(C)OCCCNc1ncc2c(n1)CC(c1ccc(N(C)C)cc1)CC2=O (stereo not drawn)	-0.64	-0.56
.	OC1(c2ccc(F)cc2)CCN(Cc2ccccc2)C1 (stereo not drawn)	-0.01	-0.48
-372.2	CCCCC(=O)Nc1nnc(-c2ccc(OC)cc2)s1	-0.53	-0.6
48.6	COc1ccc(Cc2nc3ccc(S(=O)(=O)N4CCOCC4)cc3[nH]2)cc1	0.26	-0.19
-14.3	CNc1nc(N)c(C(=O)Nc2cc(C)on2)s1	.	.
-54.5	CCN(Cc1ccccc1)C(=O)COC(=O)c1cc(=O)[nH]c2ccccc12	.	.
28.6	Cc1cc(NC(=O)c2cc(-c3ccc(C)c(C)c3)nc3ccccc23)no1	-0.87	0.53
-343.8	COc1ccc(-c2nnc(-c3cc(OC)c(OC)c(OC)c3)o2)cc1OC	-0.54	-1.25
58.3	CN(C)c1cc(N/N=C/c2ccc(Cl)cc2)nc(N(C)C)n1	.	.
9.1	O=C(Nc1ccc(Cl)c(Cl)c1)Nc1ccc(Br)cc1F	-1.74	-0.72
0.0	CNC(=O)CSc1nnnn1-c1cc(C)ccc1C	-0.08	-0.03
-43.3	CCCCNc1nc(-c2ccccc2)c(C(=O)OCC)cc1C#N	0.03	-0.22
.	O=C1NC2(CCCCC2)N=C1c1ccc(F)cc1	0.76	0.9
-8.3	CCC(CC)c1nc2ccccc2c(=O)[nH]1	.	.
-41.7	O=C(CN1C2=NCCCN2c2ccccc21)c1ccc(Cl)cc1Cl	0.95	0.35
.	NC(=O)COC(=O)c1cc(S(=O)(=O)N2CCOCC2)ccc1N1CCCCC1	1.25	1.43
-36.4	CCOC(=O)/C(C(N)=NCc1ccco1)=C(/O)c1ccccc1	-0.29	-0.09
13.6	O=C(O)/C=C/c1ccc(O)c(O)c1	0.81	1.21
28.6	COc1cccc(NC(=O)c2nn(-c3ccc(OC)cc3OC)c(=O)c3ccccc23)c1	.	.
-27.8	O=C(NCCC1=CCCCC1)C(=O)NCc1ccncc1	.	.
-5.0	CCCCNCCOCCOc1ccc(F)cc1	0.47	0.45
-6.9	O=C(COC(=O)CN1C(=O)C2CCCCC2C1=O)NC1CCS(=O)(=O)C1 (stereo not drawn)	1.87	2.64
5.4	CCOC(=O)c1ccc(NC(=S)NN2CCOCC2)cc1	1.44	1.8
-10.5	COc1nc(-c2ccccc2)cc(-c2ccc(OC)c(OC)c2)n1	-1.12	-0.73
.	Brc1ccc(-c2noc(COc3ccc4ccccc4c3)n2)o1	-0.33	-0.38
14.7	CCCCn1c(SCC(=O)c2ccccc2)nc2ccsc2c1=O	-1.04	-0.38
-68.8	Cc1cc(N2CC(C(=O)O)CC2=O)ccc1Br (stereo not drawn)	-0.15	-0.05
.	COc1cc(C(=O)O)ccc1OC(C)=O	0.2	-0.38

# Arranged by molecular weight (high to low): part of the list above
Insulin prom inh	Compound	sdo1 growth	sdo1 growth Rescue 24 h
-6.9	O=C(COC(=O)CN1C(=O)C2CCCCC2C1=O)NC1CCS(=O)(=O)C1 (stereo not drawn)	1.87	2.64
.	Brc1ccc(-c2noc(COc3ccc4ccccc4c3)n2)o1	-0.33	-0.38
-10.5	COc1nc(-c2ccccc2)cc(-c2ccc(OC)c(OC)c2)n1	-1.12	-0.73
-68.8	Cc1cc(N2CC(C(=O)O)CC2=O)ccc1Br (stereo not drawn)	-0.15	-0.05
.	COc1cc(C(=O)O)ccc1OC(C)=O	0.2	-0.38

# Continued.
Insulin prom inh	Compound	sdo1 growth	sdo1 growth Rescue 24 h
72.4*	CC(C(=O)Nc1cc([N+](=O)[O-])ccc1Cl)N1CCN(c2ccc(O)cc2)CC1 (stereo not drawn)	-0.48	-0.05
.	COc1ccc(CC(=O)Nc2ccc(S(=O)(=O)Nc3cc(C)on3)cc2)cc1	-0.01	-0.81
.	COc1ccc(C(=O)NCc2ccc3c(c2)OCO3)cc1S(=O)(=O)N(C)Cc1ccccc1	-0.69	-0.64
.	Cn1cccc1Cc1nnc(SCC(=O)Nc2ccccc2)n1-c1ccc(F)cc1	-1.32	-0.97
37.5	Cc1ccccc1CNC(=O)c1ccccc1C(=O)O	0.53	0.21
-23.3	CN(C)CCNc1nc(-c2ccccc2)c2c(c1C#N)CC(C)(C)OC2	0.99	1.23
-43.3	COC(=O)Cn1ncc2c3ccccc3n(Cc3ccccc3)c2c1=O	-1.33	-1.16
33.3	CC(=O)NS(=O)(=O)c1cccnc1Nc1ccc(Cl)c(Cl)c1	0.27	-0.38
54.7	Cc1ccc(-c2nn(C)c(=O)c3ccccc23)cc1S(=O)(=O)NCCO	0.46	-0.55
-60.0	COc1cc(NC(=O)COC(=O)CNC(=O)c2ccc(Cl)cc2)c(C)cc1[N+](=O)[O-]	1.12	1.24
25.9	N#CC1=C(N)Nc2ncnn2C1c1ccccc1 (stereo not drawn)	-0.03	-0.26
20.0	CN(c1ccc(C(=O)NC2CC2)cc1)S(=O)(=O)c1ccccc1	0.28	0.52
-16.7	COc1cc(C)ccc1OCCCCOc1ccccc1C(C)=O	-0.64	-0.73
-25.0	COc1ccc2nc3c(cc2c1)c(NC(=O)c1cccs1)nn3CC(C)C	-1.89	-0.8
-40.6	Cc1nn(C)c(C)c1/C=N/O	1.39	1.54
.	CCN(CCNC(=O)CCCn1nc(C)n2c(cc3sccc32)c1=O)c1ccccc1	-1.23	-1.27
61.5	COc1ccc(/C=C/C(=O)c2cc3cccc(OC)c3oc2=O)cc1	.	.
-9.1	c1ccc(-n2ncc3c2ncn2nc(-c4ccco4)nc32)cc1	0.16	1.89
-16.7	CCN(CC)S(=O)(=O)c1cc(C(=O)OCC(=O)Nc2ccc(-c3nc4ccc(C)cc4s3)cc2)ccc1F	0.13	1.67
7.1	CCC(=O)Nc1sc2c(c1C#N)CCCCC2	-0.33	-0.26
-66.7	COc1ccc(-c2noc(CCC(=O)NCCCN3CCN(c4ccccc4F)CC3)n2)cc1	.	.
-11.9	CC1(C)CC(=O)C(C=NC2CC(C)(C)NC(C)(C)C2)=C(O)C1	0.86	1.11
29.7	COc1cc(NC(=O)COc2ccc(Cl)cc2)ccc1-c1cc2ccccc2oc1=O	-0.96	-0.79
-13.8	O=C(Cc1cccc2ccccc12)Nc1ccccc1C(=O)O	0.19	-0.37
-129.5	CC(=O)c1cccc(NC(=O)NC(C)c2ccncc2)c1 (stereo not drawn)	1.14	-0.05
31.2	CCOC(=O)CNC(=O)CSc1nc(N(C)C)nc(N2CCOCC2)n1	0.41	-0.4
21.4	CC(C)c1ccc(NC(=S)NN2C(C)CCCC2C)cc1 (stereo not drawn)	.	.
-35.7	O=C(Cn1nnc2ccccc2c1=O)Nc1cc(C(F)(F)F)ccc1N1CCOCC1	-0.56	-0.23
.	CC1=NN(c2ccccc2)C(=O)/C1=C\C=C1/N(C)c2ccccc2C1(C)C	-2.11	-2.1
-21.1	COc1ccc(OC)c(-n2nnnc2SCC(=O)NCc2ccc3c(c2)OCO3)c1	-1.24	-1.87
20.8	O=C1Cc2ccccc2C(=O)N1Cc1ccccc1	-0.46	-0.42
27.8	O=C(OCC(=O)N1CCN(C(=O)c2ccco2)CC1)c1cc(=O)c2ccccc2o1	0.86	1.23
-14.7	CC(C)(C)C(=O)NC(=S)NCc1ccccc1	0.26	0.99
-16.7	Cc1ccc(C2=CSC3=NS(=O)(=O)CCN23)cc1C	-0.11	-0.3
60.5	CN(C)C(CNS(=O)(=O)c1ccc(Br)cc1)c1cccnc1 (stereo not drawn)	0.9	0.05
16.7	COc1cc2c(cc1NC(=O)c1cccc(Br)c1)CCCC2	-0.96	-0.9
38.2	C#CC[N+](C)(C)CCCCCCCCCC	0.5	-0.63
-34.2	CCCCc1nnc(NC(=O)C(C)Sc2nc(C)cc(=O)[nH]2)s1 (stereo not drawn)	0.22	-0.56
6.7	CCN(CC)S(=O)(=O)c1ccc(C(=O)Nc2ccc(Cc3ccncc3)cc2)cc1	.	.
-6.7	CCN(CC)CCCNC(=O)C1c2cc(OC)c(OC)cc2C(=O)N(C)C1c1cccnc1 (stereo not drawn)	.	.
-21.9	Cc1ccc(Sc2c(C)nn(C(=O)C3CC3)c2C)cc1	-0.45	-0.43
8.3	Cc1c(Cl)c([N+](=O)[O-])nn1CC(=O)N1CCCc2ccccc21	0.39	0.32
28.6	CCn1cc(/C=N\NC(=O)Cc2ccc([N+](=O)[O-])cc2)c(C)n1	0.52	-0.33
-56.2	COc1cccc(/C=N/NC(=O)c2cc3c(OC)cccc3[nH]2)c1OC	0.94	0.65
-14.3	CN(C)S(=O)(=O)c1cccc(C(=O)NC(=S)N(CCC#N)Cc2cccnc2)c1	.	.
2.3	COCCn1c(SCc2nc3cc(OC)c(OC)cc3c(=O)[nH]2)nnc1-c1ccncc1	1.16	0.78
81.8*	O=C(COc1ccccc1/C=C1\SC(=O)NC1=O)Nc1ccccc1	.	.
-29.2	COc1ccc(/C=C(\C#N)C(=O)N2CCOCC2)cc1Br	0.22	-0.47
23.5	Cc1cc(C)c2c3c(sc2n1)C(=O)N(C)CC(=O)N3	-0.32	-0.69
-11.8	Cc1ccccc1SCCNC(=O)c1ccccc1Br	.	.

# Some of these compounds in order of their number in sdo1 growth, highest first:
Insulin prom inh	Compound	sdo1 growth	sdo1 growth Rescue 24 h
2.3	COCCn1c(SCc2nc3cc(OC)c(OC)cc3c(=O)[nH]2)nnc1-c1ccncc1	1.16	0.78
-56.2	COc1cccc(/C=N/NC(=O)c2cc3c(OC)cccc3[nH]2)c1OC	0.94	0.65
8.3	Cc1c(Cl)c([N+](=O)[O-])nn1CC(=O)N1CCCc2ccccc21	0.39	0.32
-29.2	COc1ccc(/C=C(\C#N)C(=O)N2CCOCC2)cc1Br	0.22	-0.47
23.5	Cc1cc(C)c2c3c(sc2n1)C(=O)N(C)CC(=O)N3	-0.32	-0.69
-21.9	Cc1ccc(Sc2c(C)nn(C(=O)C3CC3)c2C)cc1	-0.45	-0.43

# Further records follow:
Insulin prom inh	Compound	sdo1 growth	sdo1 growth Rescue 24 h
.	O=C(CSc1nnc(-c2ccc(O)cc2)n1Cc1ccco1)N1CCc2ccccc2C1	0.13	0.79
-15.4	O=C(NCCCN1CCN(Cc2ccccc2)CC1)C1CCN(S(=O)(=O)N2CCCC2)CC1	0.07	-0.99
-26.9	Cc1ccc(Nc2cnn(C34CC5CC(CC(CC(=O)O)(C5)C3)C4)c(=O)c2Cl)cc1	2.57	3.08
.	O=C(O)c1cccc(-c2nc3ccccc3[nH]2)c1	-0.03	-0.55
16.7	O=C(NCc1ccccn1)c1c(O)c2cccc3c2n(c1=O)CC3	-2.2	-1.34
?	CCOC(=O)/C=c1\s/c(=C\c2ccc(C)cc2)c(=O)n1CC(=O)NCc1ccco1	0.65	0.5
26.7	O=c1c2sc3nc(N4CCOCC4)c4c(c3c2nnn1Cc1ccccc1)CCCC4	-0.36	-0.3
0.0	Cc1nc2c(C(=O)NCCC(C)C)c[nH]n2c(=O)c1Cc1ccccc1F	0.46	-0.5
42.9	c1cnc(-c2nnc3n2CCCCC3)cn1	-0.82	-1.46
-21.4	COc1ccc(/C=N/NC(=O)CCSc2nc3ccccc3s2)cc1OC	-0.23	-0.1
-47.2	NC(=O)C1(N2CCCCC2)CCN(C2CC(=O)N(Cc3ccc(N4CCCC4=O)cc3)C2=O)CC1 (stereo not drawn)	0.91	-0.01
.	COc1ccc(CNC(=O)c2ccc3nccnc3c2)cc1	0.09	-0.08
.	c1ccc(Cc2nn[nH]n2)cc1	0.04	-0.26
-12.9	CN(C1CCCCC1)S(=O)(=O)c1ccccc1	-0.44	-1.04
20.0	CCC(Oc1ccc2ccccc2c1)C(=O)O (stereo not drawn)	0.33	0.26
.	O=S(=O)(NCC1CCCO1)c1cnc(Cl)c(Cl)c1 (stereo not drawn)	1.1	0.93
-141.7	S=C(NC1CCCCC1)N1CCn2cccc2C1c1cccnc1 (stereo not drawn)	.	.
.	O=C(Cn1cc2c(n1)CCCCC2)N1CCCCC1	0.64	0.2
4.2	CCOC(=S)N/C(=N\S(=O)(=O)c1ccc(C)cc1)c1ccccc1	-0.36	-0.51
-35.7	Cc1csc(N2CCCC2=O)n1	.	.
-68.8	C=CCn1c(CCCOc2ccc(Cl)cc2Cl)n[nH]c1=S	-1.94	-0.74
.	Cc1nc2c(-c3ccc(F)cc3)c(C)nn2c(C)c1CCC(=O)N1CCN(c2ccccc2)CC1	-1.39	-1.49
-14.3	C/C=N/NC(=O)CCCC(=O)N/N=C/C	.	.
.	O=C(NCc1cccnc1)/C(=C/c1ccc(-c2cccc(Cl)c2)o1)S(=O)(=O)c1ccccc1	-2.78	-1.55
11.1	Cc1c(N=Nc2c(-c3ccc([N+](=O)[O-])cc3)[nH]n(C(N)=S)c2=O)cccc1[N+](=O)[O-]	.	.
-146.7	CC(=O)c1c(O)cc(C)n(Cc2ccccc2)c1=O	.	.
6.2	Cc1cc(C)c2nc(C(F)(F)F)nc(N3CCN(C(=O)c4ccco4)CC3)c2c1	-0.98	-0.15
.	COc1ccc(CCNC(=O)c2nnn(-c3ccccc3OC)c2N)cc1OC	0.89	1.08
-45.5	O=C(Nc1cccc(O)c1)c1ccc(Br)c(S(=O)(=O)N2CCCCC2)c1	0.57	2.34
50.0	O=C(COc1ccccc1)Nc1ccc(Cl)c(-c2nc3ncccc3o2)c1	-2.07	-1.25
-6.7	O=C(NCN1CCN(CCO)CC1)c1cnccn1	-0.66	-0.97
4.5	Cc1ccc(S(=O)(=O)N2CCC(=O)N(C(COCc3cccc(C)c3)Cc3ccccc3)CC2)cc1 (stereo not drawn)	-0.55	-1.09
66.7	CN(C)C(=O)N1CCN(C(=O)N2CCOCC2)CC1	0.06	0.03
